High-throughput results as filed in PubChem BioAssay.
All columns: NCI-60 one-dose screen, growth in % after 48 h at 10 µM unless noted; 100 = growth as untreated, 0 = no growth, -100 = all killed.
HOP-62: HOP-62 NSCLC | 80,000 tested, 3.9% active
SK-MEL-2: SK-MEL-2 melanoma | 77,000 tested, 4.7% active
HOP-92: HOP-92 NSCLC cells; 71,000 tested, 6.3% active
EKVX: EKVX NSCLC; AID 1794765; 71,000 tested, 3% active
M14: M14 melanoma; 80,000 tested, 6.2% active; AID 1794745
A549/ATCC: A549/ATCC NSCLC; 81,000 tested, 3.7% active
SK-MEL-28: SK-MEL-28 melanoma; 81,000 tested, 4.1% active; AID 1794761
SK-MEL-5: SK-MEL-5 melanoma; 80,000 tested, 6.4% active
* hit, by the source's call; · = not tested or not shown; [ ] = remark or other dose. How the source made its calls: active means growth percent below 10; inactive means the rest.

SMILES	HOP-62	SK-MEL-2	HOP-92	EKVX	M14	A549/ATCC	SK-MEL-28	SK-MEL-5
Cc1nc2ccccc2nc1SCc1nnc(Nc2ccc(Cl)cc2)s1	82	114	80	·	87	101	101	96
Cc1ccc2nc(NC(=O)CSc3nc(-c4ccccc4)c(C#N)c4nc5ccccc5c(=O)n34)sc2c1	105	108	123	108	105	103	110	102
Fc1ccc(-c2nn(-c3ccccc3)cc2-c2nc3ccccc3[nH]2)cc1	113	96	92	108	96	86	102	94
Cn1cnc2c1c(=O)n(CCC(=O)Nc1ccc(F)cc1)c(=O)n2C	100	105	96	107	101	89	110	107
CN1CCN(CCOc2ccc(-c3cnc4c(-c5ccc(F)cc5)cnn4c3)cc2)CC1	73	82	55	76	-30*	27	79	61
CCCC(C)(NS(=O)(=O)c1ccccc1)C(=O)O (stereo unspecified)	90	110	97	92	101	86	108	106
Cc1ccc2c3c(ccc2c1)C(=O)c1c(ccc2c1N[C@@H]1C[C@H]2O[C@@H](C)[C@@H]1O)C3=O	95	101	112	73	94	84	·	88
COc1ccc(-c2cc(-c3ccc(Oc4ccnc5cc(Cl)ccc45)c(OC)c3)c3c(=O)[nH]c(N)nc3n2)cc1	103	102	·	·	96	83	105	95
CCCCC(O)CCCC	91	107	93	·	98	101	103	100
CCCCC(CC)OC(=O)C(Br)CC (stereo unspecified)	111	100	96	105	101	103	103	102

Single entries from the list.
CCCCC(CC)OC(=O)C(Br)CC (stereo unspecified) in EKVX is entered as 105
CN1CCN(CCOc2ccc(-c3cnc4c(-c5ccc(F)cc5)cnn4c3)cc2)CC1 in M14 is entered as -30*

Returning to the listing, starting 2 compounds before the break.
SMILES	HOP-62	SK-MEL-2	HOP-92	EKVX	M14	A549/ATCC	SK-MEL-28	SK-MEL-5
CCCCC(O)CCCC	91	107	93	·	98	101	103	100
CCCCC(CC)OC(=O)C(Br)CC (stereo unspecified)	111	100	96	105	101	103	103	102
NS(=O)(=O)c1ccc(CCN2C(=O)/C(=C\c3ccc(Cl)cc3)C=C2c2ccc(-c3ccccc3)cc2)cc1	85	84	57	84	53	69	96	80
CC(=O)Nc1nc2c(s1)CCCc1ccn(S(=O)(=O)c3ccccc3)c1-2	73	94	66	83	94	67	109	87
CSc1nc2sc3c(C)ccc(C)c3n2c(=N)c1C#N	100	·	78	·	100	103	108	98
Cc1cc(NS(=O)(=O)c2ccc(N/C=C/C(=O)c3cc4cc(Br)ccc4oc3=O)cc2)no1	92	99	·	101	98	99	112	102
COc1ccc(/C=C/C(=O)c2ccc(NC(=O)CSc3nnc(-c4ccc(OC)cc4)n3-c3ccccc3)cc2)cc1	101	95	106	95	93	80	106	95
O=P(c1ccc(F)cc1)(c1ccc(F)cc1)c1ccc(F)cc1	104	103	·	·	115	·	108	103
Cc1cccc(C)c1NC(=O)CCl	112	95	89	111	88	81	116	92
CCc1c(C(=O)N[C@@H]2c3cc(Cl)ccc3CC[C@H]2O)[nH]c(C)c1C(C)=O	62	83	75	57	59	38	69	27
C/C(=N/O)c1ccc(N2C(=O)c3c(Cl)c(Cl)c(Cl)c(Cl)c3C2=O)cc1	101	99	96	97	99	97	108	100
CCCCc1nc(Cl)c(C2CC(c3ccc(C(F)(F)F)cc3)=NN2c2ccc(Cl)cc2)[nH]1 (stereo unspecified)	88	107	89	72	101	83	89	95
O=C(Nc1ccc(N2CCOCC2)cc1)Nc1ccc2c(ccn2C(=O)c2cccc(F)c2)c1	31	77	31	74	51	60	59	69
CC1=C[C@H]2C[C@H](C)[C@H]3CC[C@H](C)C4=C3[C@@](O)(OC4=O)[C@@]2(C)C1	87	94	81	·	109	89	108	101
O=C1c2cccc3c(-c4ccc(-c5nc6c7ccccc7c7ccccc7c6[nH]5)cc4)ccc(c23)C(=O)N1CCO	104	98	95	73	·	82	97	97
Cc1ccc(C(=O)c2ccc(CC(=O)N/N=C/c3ccc(O)cc3O)n2C)cc1	41	59	83	34	29	47	46	39
CS(=O)(=O)N1CCCCC1CCN1CCCCC1 (stereo unspecified)	103	102	108	107	110	106	112	107
COC(c1ccc2c(c1)OCO2)C(C)Br (stereo unspecified)	83	101	75	90	97	94	103	104
COc1ccc(C2NC(=O)NC(/C=C/c3ccc(O)c(OC)c3)=C2C(=O)/C=C/c2ccc(O)c(OC)c2)cc1 (stereo unspecified)	109	94	76	·	95	81	102	·
CC(C)(C)c1ccccc1N	102	95	117	95	96	106	104	107
NC(=O)c1sccc1Nc1ccnc(C(F)(F)F)c1	106	·	·	·	106	98	109	99
CSc1nc(-c2cccs2)c2c(N)nn(S(=O)(=O)c3ccccc3)c2n1	81	104	76	100	102	88	105	88
CC(C)=NNc1cnnc2ccc([N+](=O)[O-])cc12	99	90	96	96	108	90	106	95
O=C(CSc1nnc2n1N=C(c1ccc(-c3ccccc3)cc1)CS2)c1ccc(-c2ccccc2)cc1	103	88	107	104	117	105	100	98
CC(=O)c1sc(-c2ccc(F)cc2)cc1N	95	97	93	48	·	75	116	98
O=C(Cn1cc(CSc2nnc3oc4ccccc4n23)nn1)Nc1ccc(F)cc1	89	86	90	97	113	100	97	96
Cc1ccc(-c2cc(C(=O)N=Nc3c(O)[nH]c4ccc(Br)cc34)c3ccccc3n2)cc1	86	104	88	61	76	86	84	97
CN(C)CCn1c(=O)c2c3cc4c(cc3n(CCN(C)C)c2c2ccc(Cl)cc21)OCO4	26	·	66	74	50	32	87	53
CSC1=Nc2c(c(C)c(C)n2CCCC(=O)N(C(=O)NC2CCCCC2)C2CCCCC2)C2=NC(=O)CN12	84	110	·	107	92	102	116	107
CSc1nc(=O)n(Cc2ccc(Cl)cc2)c(=O)[nH]1	92	116	·	·	106	99	107	110
CCCS(=O)(=O)Nc1cc(-c2cc(-c3ccc(N4CCNCC4)cc3)cnc2N)cc(F)c1OC	95	117	84	114	96	89	115	105
CC(=O)C(=Cc1ccc(N(C)C)cc1)C(C)=O	95	101	92	97	97	88	112	97
Cc1cc(-c2ccccc2)n2nc(NN)nc2n1	98	102	113	98	103	99	104	100
COC1OC2COC(c3ccccc3)OC2C(OS(=O)(=O)c2ccc(C)cc2)C1OS(=O)(=O)c1ccc(C)cc1 (stereo unspecified)	105	88	107	94	104	87	105	102
C#CCOc1ccc2ncnc(N3CCC(NC(=O)C=C)CC3)c2c1	109[8.25 µM]	103[8.25 µM]	110[8.25 µM]	96[8.25 µM]	104[8.25 µM]	97[8.25 µM]	95[8.25 µM]	94[8.25 µM]
Cc1ccc(C(=O)c2ccc(CC(=O)NN3C(=O)c4ccccc4C3=O)n2C)cc1	89	102	98	100	104	101	103	100
CC/C(=C(\c1ccc(OCCN2CCCCC2)cc1)c1ccc(OC(=O)C2CCCCC2)cc1)c1ccc(OC)cc1	101	107	84	110	101	99	98	111
COc1ccc(/C=C2\COc3ccc(O)cc3C2=O)cc1OC	76	97	59	96	·	91	97	·
Cc1ccc(Nc2ncnc3c2sc2ncccc23)cc1	103	118	106	·	101	98	104	97
NC(=O)NCc1cc(Br)cc(Br)c1O	98	97	98	107	108	102	111	106
NS(=O)(=O)c1cnccc1Oc1c(-c2ccccc2)oc2ccccc2c1=O	131	86	80	113	101	94	99	100
Cc1ccc(S(=O)(=O)Nc2ccc(C3=NNC(c4ccccc4F)C3)cc2)cc1 (stereo unspecified)	92	118	86	95	105	94	100	91

Six consecutive compounds out of the list so far:
SMILES	HOP-62	SK-MEL-2	HOP-92	EKVX	M14	A549/ATCC	SK-MEL-28	SK-MEL-5
Cc1cc(-c2ccccc2)n2nc(NN)nc2n1	98	102	113	98	103	99	104	100
COC1OC2COC(c3ccccc3)OC2C(OS(=O)(=O)c2ccc(C)cc2)C1OS(=O)(=O)c1ccc(C)cc1 (stereo unspecified)	105	88	107	94	104	87	105	102
C#CCOc1ccc2ncnc(N3CCC(NC(=O)C=C)CC3)c2c1	109[8.25 µM]	103[8.25 µM]	110[8.25 µM]	96[8.25 µM]	104[8.25 µM]	97[8.25 µM]	95[8.25 µM]	94[8.25 µM]
Cc1ccc(C(=O)c2ccc(CC(=O)NN3C(=O)c4ccccc4C3=O)n2C)cc1	89	102	98	100	104	101	103	100
CC/C(=C(\c1ccc(OCCN2CCCCC2)cc1)c1ccc(OC(=O)C2CCCCC2)cc1)c1ccc(OC)cc1	101	107	84	110	101	99	98	111
COc1ccc(/C=C2\COc3ccc(O)cc3C2=O)cc1OC	76	97	59	96	·	91	97	·

The results go on.
SMILES	HOP-62	SK-MEL-2	HOP-92	EKVX	M14	A549/ATCC	SK-MEL-28	SK-MEL-5
OCC(O)C(Cl)CCl (stereo unspecified)	100	111	92	93	96	103	101	93
Clc1ccc(CSc2ncc(Br)c(Cl)n2)cc1	117	·	91	103	112	112	123	103
CCOC(=O)c1c(NC(=S)Nc2ccccc2)sc2c1CCC(=O)C2	98	108	90	94	86	94	109	92
OCCN(CCO)C1c2ccccc2-c2ccccc21	84	105	106	96	100	82	106	99
C[C@H](C(=O)N[C@@H](Cc1ccc(-c2ccccc2)cc1)C(=O)NC1CC(C)(C)NC(C)(C)C1)c1ccc(-c2ccccc2)c(F)c1	-67*	-55*	-70*	-7.0*	-79*	-77*	-78*	-93*
COc1ccc(C(=O)c2nc3ccccc3n2CC(=O)c2ccc(F)cc2)cc1	91	72	96	190	83	98	80	88
Cc1cc2c(-c3nc4cc(C(F)(F)F)ccn4c3NC3CCCCC3)c(O)c(O)cc2c(O)c1-c1c(C)cc2c(-c3nc4cc(C(F)(F)F)ccn4c3NC3CCCCC3)c(O)c(O)cc2c1O	50	85	62	68	22	68	77	74
O=C(Cn1cc(COc2ccccc2)nn1)Nc1nc2ccccc2s1	101	104	113	104	101	99	103	103
Cc1nc(Nc2ccc(NC(=S)Nc3ccccc3)cc2)nc2nc(Nc3cccc(Cl)c3)[nH]c(=O)c12	92	89	60	119	·	86	93	102
O=C(Cc1ccccc1)NN=C1CCCC1	107	101	108	104	108	99	102	104
O=C(Nc1cccc(C(F)(F)F)c1)N1CCN(c2cc(-c3cn(-c4ccccc4)nc3-c3cccc(O)c3)ccn2)CC1	91	44	36	42	41	45	55	40
CN1C(=O)/C(=C/c2ccc(C(=O)Nc3ncc(Cc4cc(Cl)ccc4Cl)s3)cc2)SC1=S	72	101	50	67	46	73	77	67
CCOC(=O)N1CCC(CN(Cc2ccc(Cl)cc2)Cc2ccc([N+](=O)[O-])s2)C1 (stereo unspecified)	94	93	75	100	88	83	94	95
O=c1oc2cc(O)ccc2c2c(-c3ccccc3)c[nH]c12	87	83	59	72	92	81	104	91
c1ccc(-c2nnc(-c3ccccn3)s2)nc1	80	104	90	80	83	102	127	97
O=C1C2[C@@H]([C@H]3CO[C@@H]1O3)[C@H]2C(=O)c1cccs1 (stereo partly specified)	102	92	63	98	101	102	102	101
Cc1nc(N)[nH]c(=O)c1CCCNc1ccc([N+](=O)[O-])cc1	93	100	67	86	94	101	96	103
Cc1cccc(-c2nc(-c3cccc(C)c3)c3cc(-c4ccccc4)n(C)c3n2)c1	101	91	109	94	96	104	107	102
O=c1c(CN(CCO)CCO)c(-c2ccccc2)sc2ccccc12	110	·	77	114	97	104	110	104
CCCC(=O)Oc1ccc2c(c1)Oc1cc(OC(=O)CCC)ccc1C21OC(=O)c2ccccc21	99	106	95	95	99	107	111	113
O=C1/C(=C\c2cccc3nccnc23)SC(=S)N1CCc1ccc(O)cc1	99	108	0.0*	100	96	100	99	95
CCCCCCCCCCCCCCCCCCN=Cc1ccccc1O	78	113	37	87	97	99	105	105
C=C1CCC2C3(C)COC(c4ccccc4)OC3CCC2(C)C1CC(NCc1ccccc1)C1=CCOC1=O (stereo unspecified)	85	101	·	74	76	76	94	70
C/C(C/C(C)=N/C(N)=S)=N\C(N)=S	95	109	105	92	107	96	102	100
O=C(COc1ccccc1)NCC(=O)Nc1ccc(Oc2ccccc2)cc1	88	82	81	93	110	106	123	105
Cc1[nH]c(C(=O)Nc2ccccc2OCc2cccc(C(=O)NCCN)c2)cc1Cl	103	93	85	105	86	95	38	99
Cc1ccc(-c2csc(NC(=O)CN3CCN(c4cc(=O)n(-c5ccccc5)c5ccccc45)CC3)n2)cc1	94	105	86	73	98	88	102	87
N#Cc1ncc(-c2ccc(F)c(F)c2F)c(NC2CCCCCC2)n1	82	96	65	·	98	89	94	90
CCCCCCCCCCCCCCCC(=O)N1CCN(C)CC1	89	87	32	·	80	95	89	82
CC(=O)Oc1c2c(nc3c1c1ccccc1n3Cc1ccccc1)-c1ccccc1C2	80	71	91	81	88	86	100	84
CC[C@]12C=CCN3CC[C@@]4(c5ccc(OC)cc5N(C)[C@H]4[C@@](O)(C(=O)OC)[C@@H]1OC(=O)CCC[P+](c1ccc(OC)cc1)(c1ccc(OC)cc1)c1ccc(OC)cc1)[C@@H]32	-82*	-91*	-83*	-85*	-88*	-91*	-96*	-100*
CCN(CC)CCOc1nc(Oc2ccccc2C(=O)O)cc(-c2ccco2)n1	95	97	109	104	106	102	110	113
C=CCOC(=O)C1=C(C)NC2=C(C(=O)CC(C)(C)C2)C1c1ccc(OC)cc1 (stereo unspecified)	90	95	·	101	97	98	104	108
Cc1ccc(C2=NN3C(C2)c2ccccc2OC3c2ccc3noc(-c4ccc(C)cc4)c3c2)cc1 (stereo unspecified)	97	106	106	93	98	110	104	100
O[N+]1=CC=CCC1=S.On1ccccc1=S.[Zn]	-87*	-68*	-64*	-84*	-74*	·	-87*	-94*
C=C1CC[C@H]2[C@@](C)(CCC3OC(c4ccc(OCc5cn(C6OC(COC(C)=O)C(OC(C)=O)C(OC(C)=O)C6OC(C)=O)nn5)cc4)OC[C@]32C)[C@@H]1/C=C/C1=CCOC1=O (stereo partly specified)	103	113	96	94	97	104	106	98
CCn1c(N)cc(=O)[nH]c1=S	105	109	101	107	109	101	106	105

No enrichment for hits; overall some 11% were active at least once.
